Compound activity from PubChem.
mcGAS RapidFire – inhibitors of Mus musculus cyclic GMP-AMP synthase, initial high-throughput assay, cell-free, RapidFire MS; 130,000 tested, 0.18% active; inhibition, % at 12.5 µM; recombinant mouse cGAS, cGAMP by RapidFire MS;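 active = inhibition of cGAS enzyme activity at or above 60%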;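 also: enzyme stimulated by 45 bp dsDNA with ATP and GTP substrates; cGAMP share of summed cGAMP plus half ATP and half GTP signals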
Target sequence (Q8C6L5 whole entry, looked up): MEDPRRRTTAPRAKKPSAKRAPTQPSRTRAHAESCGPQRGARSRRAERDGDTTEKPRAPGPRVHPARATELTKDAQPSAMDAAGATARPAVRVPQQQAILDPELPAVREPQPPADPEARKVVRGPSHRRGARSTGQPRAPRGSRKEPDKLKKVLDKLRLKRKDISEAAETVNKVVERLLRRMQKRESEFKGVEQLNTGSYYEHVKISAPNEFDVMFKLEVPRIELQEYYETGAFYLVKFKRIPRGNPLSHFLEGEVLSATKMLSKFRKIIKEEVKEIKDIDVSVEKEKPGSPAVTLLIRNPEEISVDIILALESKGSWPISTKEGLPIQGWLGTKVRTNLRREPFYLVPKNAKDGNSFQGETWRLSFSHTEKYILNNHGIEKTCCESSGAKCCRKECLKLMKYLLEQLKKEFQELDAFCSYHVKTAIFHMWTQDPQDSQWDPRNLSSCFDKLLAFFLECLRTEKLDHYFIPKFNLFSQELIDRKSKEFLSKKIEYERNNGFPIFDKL
* hit, by the source's call.

structure | mcGAS RapidFire
Cc1ccc(NC(=O)C2CC2)cc1NCC(=O)NC(C)c1ccc(F)cc1 (centres undefined) | 1
CCOc1c(C=C(C#N)C#N)c2ccccc2n1CC | -7
CC(C)Cn1nnnc1SC1CCCN(C(C)C)C1=O (centres undefined) | -7
O=C(NC1CCCN(Cc2ccccc2)C1)c1cn(Cc2ccccc2F)nn1 (centres undefined) | -11
CC(C)CC(NC(=O)c1cn(C)c2ccccc12)c1nnc2n1CCNCC2 (centres undefined) | -6
COc1cc2c(cc1OC)C1=CC3(C(=O)Nc4c(C)cccc43)C(C#N)C(=N)N1CC2 (centres undefined) | -7
Cc1nnsc1CN(C)C(=O)c1cc(CC(C)C)nn1C | 1
CC(C)(C)c1ncc(/C=C(/Cl)c2nc3ccccc3c(=O)[nH]2)s1 | -2
O=C(CCl)N(CC(F)(F)F)c1ccc(Cl)cc1 | 2
O=C(c1cnc(-c2cccnc2)nc1)N1CCO[C@@H]2CCCC[C@H]21 | -5
C=CCNc1nc(-c2cc(C)n(C3CC3)c2C)cs1 | -8
Cc1ccc(C(=O)OCCn2ccnc2)cc1 | -2
CC1CCCN(C(=O)C2CCC(Cn3c(=O)[nH]c4ccsc4c3=O)CC2)C1 (centres undefined) | -10
Cc1c(C2=NNC(=CN3C(=O)NC(C)C3=O)O2)oc2ccccc12 (centres undefined) | -5
Cc1[nH]c(C(C)(C)C)nc(=S)c1C(=O)N1CCN(C2CCC2)CC1 | 5
CN(C(=O)Cc1csc(-c2ccc(Cl)s2)n1)c1nccs1 | -14
CCc1[nH]c2c(CNC(=O)Cc3c(C)nc(N)nc3C)cc(C)cc2c1C | -7
Cc1cc(C(=O)NC2(C(=O)O)CCCCC2)c2ccccc2n1 | -1
C/C=C/CC/C=C/CC(=O)C1OC1C(N)=O (centres undefined) | -4
CC(=O)NC(C(=O)Nc1ncc(Cc2cc(F)cc(F)c2)s1)C(C)C (centres undefined) | -3
C=C(Br)CN(C)C(C)C(C)S(C)(=O)=O (centres undefined) | -12
O=C(c1ccc2nc(C3CC3)oc2c1)N1CCCC1c1ccc(F)cc1 (centres undefined) | -11
C[C@H](NC(=O)N1CC2CC=CCC2C1)C(=O)N1CCCCC1 (some centres undefined) | 1
O=C(Nc1ccc(SCc2ccncc2)nn1)c1cccc(F)c1 | 8
CCCN(C(=O)c1ccccc1N)C(C)C | -4
Cc1ccc(-n2ncc3c(C4CC4)nn(CC(=O)N4CCC(C)CC4)c(=O)c32)cc1C | -7
CN(Cc1cc2ccccc2[nH]c1=O)Cc1ccnc2ccccc12 | -13
Cc1cc(O)c(C(c2ccccn2)N2CCN(c3ccccn3)CC2)c(=O)n1Cc1ccccc1 (centres undefined) | -1
CN(CC(=O)Nc1ccc(Cl)cc1)C(=O)C1CC1 | -19
COC(=O)CCCN1C(=O)NC2NC(=O)NC21 (centres undefined) | -19
Cc1nn(C)cc1-c1ccnc(NCc2ccccc2-n2ccnc2)n1 | -11
O=C1CCCc2onc(Nc3ccccc3)c21 | -2
O=C(c1cc(COc2ccc3c(c2)CCCC3)on1)N1CCc2ccccc2C1 | -1
Cc1cc(NC(=O)C(C)SCc2c(F)cccc2Cl)no1 (centres undefined) | -13
O=C(NCCc1c[nH]c2ccccc12)c1cccnc1Nc1cc(Cl)cc(Cl)c1 | 2
CC1CCCN(C(=O)COC(=O)c2ccc(=O)n(Cc3ccccc3)n2)C1 (centres undefined) | -5
Cc1ccc(/C=C/C2=NC(=C\C=C\c3ccccc3)/C(=O)O2)cc1 | -8
CN(C(=O)CNC(=O)NC1CCCCC1)C(c1ccccc1)c1ccccn1 (centres undefined) | 1
CCc1cc(CN(C)C2CCN(C(C)=O)CC2)on1 | -32
CCn1c(N2CCN(Cc3ccc(C)cc3)CC2)nc2c1c(=O)[nH]c(=O)n2C | 4
CC(NC(=O)c1ccc2nc[nH]c2c1)c1ccc(Cl)cc1Cl (centres undefined) | -4
Cc1ccc(C2SCCN2S(C)(=O)=O)cc1 (centres undefined) | -6
Oc1c(N=Nc2ccc3c(c2)OCCO3)sc2ccccc12 | -12
Cc1nn(C)c(C)c1CC(=O)NCCNC(=O)c1ccc(C(F)(F)F)cc1 | -33
O=C1CN(NC(=O)CCCC2CCCCC2)C(=O)N1 | -27
COCCN(CC(=O)Nc1cc(C)nn1C)C(=O)OC(C)(C)C | -9
O=C(CC1CCCC1)NC12CC3CC(CC(C3)C1)C2 | 4
O=C(CCCN1C(=O)C2C3C=CC(C3)C2C1=O)Nc1nccs1 (centres undefined) | 10
CCCC1=NN(C(=O)c2ccc(C)cc2Cl)C(O)(C(F)(F)F)C1 (centres undefined) | -51
CCc1nc(NC(=O)CNC(=O)c2ccc(OC)c(OC)c2)sc1C | 9
Cc1ccccc1OCC(=O)N1CCCn2nc(C(=O)Nc3ccccc3)cc2C1 | -3
COc1ccc(Cl)cc1C(=O)Nc1c(C)nc2ccc(C)cn2c1=O | 2
S=c1nccc(-c2ccccc2)[nH]1 | 74*
CCC(Nc1cccc(OC)c1)C(=O)N1CCC(C(=O)OC)CC1 (centres undefined) | 5
Cc1ncsc1CCC(=O)N1CCCC(N(C)C)CC1 (centres undefined) | -19
O=C(O)c1c[nH]c2ccc(F)cc2c1=O | -6
CNc1cnc(-c2ccc(OC)cc2OC)cn1 | -5
C=c1ccccc1=c1[nH]/c(=C\c2cccn2C)c(=O)o1 | -9
O=S(=O)(c1cc(Cl)ccc1Cl)N1CCN(Cc2ccc3c(c2)OCO3)CC1 | 5
Cc1cc(CN2CCCC(CCC(=O)Nc3ccccc3F)C2)oc1C (centres undefined) | -7

Some of the entries so far, with the structure last.
mcGAS RapidFire	mol
-2	O=C1CCCc2onc(Nc3ccccc3)c21
-1	O=C(c1cc(COc2ccc3c(c2)CCCC3)on1)N1CCc2ccccc2C1
-13	Cc1cc(NC(=O)C(C)SCc2c(F)cccc2Cl)no1 (centres undefined)

Arranged by the number under mcGAS RapidFire (lowest first): three of the compounds above.
structure | mcGAS RapidFire
C=c1ccccc1=c1[nH]/c(=C\c2cccn2C)c(=O)o1 | -9
C=CCNc1nc(-c2cc(C)n(C3CC3)c2C)cs1 | -8
O=C1CCCc2onc(Nc3ccccc3)c21 | -2

(continued)
structure | mcGAS RapidFire
CCc1ccc(CCC(=O)N2CCCC3(CNC(=O)O3)C2)cc1 (centres undefined) | -8
CNC(=O)c1ccc(C)c(-n2ccnc2-c2cccc(OCCO)c2)c1 | -17
Cc1csc(=O)n1CC(=O)Nc1nc(-c2ccccc2)cs1 | -19
O=C(O)C#CC12CC3CC(CC(C3)C1)C2 | -5
CCCCOc1ccc(S(=O)(=O)NC(=O)C2(C)CCN2C(=O)c2ccccc2)cc1 (centres undefined) | -11
Cn1nnnc1SCC(=O)CSc1nnnn1C | -4
Cc1ccccc1C(=O)NNC(=O)COc1ccc(Br)cc1 | -8
Cn1nnc2cc(C(=O)NCc3ccccc3-n3ccnc3)ccc21 | -4
Nc1ncnc2c1nc(Br)n2[C@@H]1O[C@@H]2COP(=O)(O)O[C@H]2[C@H]1O | -5
CC(C)C1CN(CCn2ccnc2)CCCN1Cc1ccc(F)cc1 (centres undefined) | 1
O=C(NCc1cccnc1)c1cc(=O)c(OCc2ccccc2)co1 | -4
OC[C@H]1O[C@@H](O[C@H]2[C@H](O)[C@@H](O)[C@@H](O)O[C@@H]2CO)[C@H](O)[C@@H](O)[C@@H]1O | -2
Cc1ccc(Cn2c(=O)c3c(nc4n3CCCN4Cc3ccccc3)n(C)c2=O)cc1 | -4
COc1ccc(-n2ccnc2CN2CCC(CNC(C)=O)C2)cc1 (centres undefined) | -42
CCc1nnc(CNC(=O)C2COc3c(cccc3OC)C2)s1 (centres undefined) | -15
Nc1ccccc1NC(=O)c1cc(=O)c2cc(Br)ccc2o1 | -9
S=C(NNC(=S)Nc1ccc(Cl)c(Cl)c1)Nc1cccnc1 | -6
CN(Cc1ccc(-n2cccn2)cc1)Cc1cccc2nccnc12 | -9
Cc1ccccc1NCN1C(=O)c2ccccc2C1=O | 2
CCCS(=O)(=O)NCc1ccc2c(c1)cc(C)n2C | 1
O=C(CCCn1cnc2ccccc2c1=O)Nc1ccc(Cl)c2ncccc12 | 0
CSc1cccc(CN2CCC(CCC(=O)Nc3ccccc3)CC2)c1 | -8
COC(=O)c1ccc([N+](=O)[O-])s1 | -14
Cc1ccc(NC(=O)C(C)NC(=O)C(=O)c2ccco2)c(F)c1 (centres undefined) | -41
CC1(c2ccc(Br)cc2)NC(=O)N(CN2CCN(c3ccccn3)CC2)C1=O (centres undefined) | 2
c1ccc(OCc2noc(CN3CCN(c4ccccn4)CC3)n2)cc1 | -4
CC(C)CC(NC(=O)c1cc(C(C)C)nn1C)c1ncnn1C (centres undefined) | -12
CCOc1ncccc1C(=O)N1Cc2cnc(Cc3ccc(OC)cc3)nc2C1 | -31
CC12CCC(C(=O)O)(c3nc(C#N)c(C#N)nc31)C2(C)C (centres undefined) | 1
COc1ccc(CNCc2nnc(C)n2C)cc1OCCC(C)C | -66

Ordered by formula weight (high to low): three of the compounds above
structure | mcGAS RapidFire
OC[C@H]1O[C@@H](O[C@H]2[C@H](O)[C@@H](O)[C@@H](O)O[C@@H]2CO)[C@H](O)[C@@H](O)[C@@H]1O | -2
CC(C)CC(NC(=O)c1cc(C(C)C)nn1C)c1ncnn1C (centres undefined) | -12
CCc1ccc(CCC(=O)N2CCCC3(CNC(=O)O3)C2)cc1 (centres undefined) | -8

Next part.
structure | mcGAS RapidFire
CN(Cc1ccncc1)C(=O)Nc1ccc(C#N)cc1 | -1
CCOc1cccc(OCCOc2ccccc2)c1 | -8
CC(NC(=O)CNC(=O)Cc1ccccc1)c1ccc(Cl)cc1 (centres undefined) | -3
COCCCNC(=O)c1n[nH]c2c1CN(C(=O)c1cc(C)cc(C)c1)CC2 | -10
Cc1cc(NC(=O)c2ccco2)sc1C(=O)Nc1cccc(Cl)c1 | -1
CN1CCN(c2ncc(C(=O)N3CCCCC3)s2)C1=O | -6
CC1=Cc2nc3ccccc3n2C2(C(F)(F)F)OC(c3ccncc3)=NN12 (centres undefined) | -6
Cc1nnc(SCCC#N)n(CCC#N)c1=O | -10
Cc1ccccc1NC(=O)COC(=O)CCCn1c(C)csc1=O | -8
COc1ccc(Cl)cc1-c1nc(C23CC4CC(CC(C4)C2)C3)no1 | -9
O=C(Nc1ccc(Br)cn1)C1CCCN(Cn2nc(-c3ccc(F)cc3)oc2=O)C1 (centres undefined) | -11
CC(c1cccc(Cl)c1)N(C)c1ccc(C#N)cn1 (centres undefined) | -10
COc1cc(C=NCCc2ccc(S(N)(=O)=O)cc2)ccc1O | 22
O=C(NC1CC1)C1CCCN(c2ncnc3c2nc2n3CCCCC2)C1 (centres undefined) | 0
CN(Cc1cnc(N)nc1)CC1(O)CCCN(CCc2ccccc2)C1=O (centres undefined) | -19
CC(C)n1c2c(=O)n(C)c(=O)n(C)c2n2c(-c3ccc(Br)cc3)nnc12 | -4
COc1ccc(CCn2c(C)c3c(C)nn4cc(C)cc4c3c2C)cc1OC | 16
CC(NC(=O)C1CC(c2cccc(F)c2)=NO1)c1ccc(F)cc1F (centres undefined) | -5
O=C(NCc1nnc(SCC(=O)N2CCCC2)o1)c1ccco1 | -9
Brc1ccc2c(c1)C1(CCCC1)CN2 | 58
CC(=O)NCc1cccc(-c2ccccc2Cl)c1 | -25
Cc1ccc(-n2nc(C)c(Nc3c(C#N)c(=O)n(C)c(=O)n3C)c2C)cc1 | 0
O=C(CCc1cn2ccccc2n1)N1CCOC(Cc2ccccc2)C1 (centres undefined) | -2
C(=C(C1CC1)C1CC1)c1nc(-c2ccncc2)no1 | 0
Cc1ccc(-c2nc(C)c(C(=O)NC(C)CCC3CCCO3)s2)c(C)c1 (centres undefined) | -3
Cc1nc(CC(=O)NCc2cc(CC(C)C)on2)cs1 | -15
CC(=O)N(c1cccc(C)c1)c1nc(COC(=O)c2occc2C)cs1 | -5
O=C(c1ccc(CO)o1)N1C[C@H]2CC=CC[C@H]2C1 | 3
Cc1ccsc1CNC(=O)N1CCC(OCC2CCCO2)CC1 (centres undefined) | -2
N[C@@H](Cc1cscn1)C(=O)N1CCN(Cc2ccccc2CO)CC1 | 8
CN(C)c1nc(C=O)c(Cl)n1-c1ccccc1 | -33
O=C(O)CCN(Cc1ccccc1)C(=O)c1ccoc1 | 3
CCc1ccc(CN2CCC(CCC(=O)NCC3CCCN3CC)CC2)o1 (centres undefined) | 0
CCOC(=O)CCC[n+]1c(C)n(N)c2ccccc21 | -2
CN(CC(=O)NNC(=O)c1ccc(Cl)cc1)S(=O)(=O)c1cccs1 | -5
Cc1ccc(NC2CCCN(C(=O)c3cc(-c4cccn4C)n[nH]3)C2)cc1C (centres undefined) | -5
COC(=O)C1=C(C)NC(=O)C1(Nc1nc(C)cc(C)n1)C(F)(F)F (centres undefined) | -10
Cc1cc(C)cc(-n2nc3c(c2NC(=O)c2ccccc2C)CSC3)c1 | -7
CC(C)NC(=O)c1ccnc(N2CCN(Cc3ccn(C(C)C)c3)CC2)c1 | -11
O=C(Cn1nnnc1CN1CCCC1)N1CCN(C2CCCC2)C(=O)C1 | -1
C=CCn1c(=NC(=O)c2ccccc2SC)sc2cc(S(C)(=O)=O)ccc21 | -4
CC(c1ccc(F)cc1)N(C)Cc1nc2sccn2c1Br (centres undefined) | -5
Cc1ccccc1NCC(=O)NC1CCCCCC1 | -2
O=C(c1ccccc1Oc1ccccc1)N1CC(c2cccnc2)C1 | -28
CCn1cnc(S(=O)(=O)N(C)c2ccc(Br)cn2)c1 | -15
O=c1[nH]c(=O)c2cnc3sc4c(c3c2[nH]1)CCCCC4 | -4
O=C(Cc1ccccc1)Nc1nnc(SCC(=O)Nc2cc(C(F)(F)F)ccc2Cl)s1 | -6
COCCn1c(C)cc(C(=O)COC(=O)c2[nH]c(C)c(C(C)=O)c2C)c1C | -5

Not all compounds are listed; count on the stated rates, not on these rows.
